Tau fibril FP: blocks human tau fibril formation measured by polarization | 280,000 tested, 0.39% active | P10636 | K18 P301L tau heparin fibrillization, Alexa594 FP, 6 h | Potency, µM (highest dose often 57.7 µM), without a hit: at the highest dose activity, negative = inhibition, usual class: inhibitors; further: on the % scale 0 is the no-effect control and ±100 the full control effect; nearly all actives have a fitted effect of over 55% in size
Target sequence (P10636 561-689 P618L limits assumed): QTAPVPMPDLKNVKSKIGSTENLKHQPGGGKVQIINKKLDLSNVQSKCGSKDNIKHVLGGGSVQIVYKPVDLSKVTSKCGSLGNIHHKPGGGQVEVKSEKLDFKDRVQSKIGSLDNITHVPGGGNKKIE
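Heparin (20 uM) drove fibril formation of recombinant tau K18 P301L, 15 uM unlabeled with 0.24 uM Alexa 594 label, for 6 hr at 37 C in 100 mM sodium acetate pH 7. Fluorescence polarization (555/632 nm) read 1 hr after 30 uM ThT.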
Tau fluor counter: counter-screen for tau fibril formation inhibitors; AID 1463; 280,000 tested, 0.93% active; tau K18 P301L Alexa594 fluorescence, heparin fibrillization; Potency, µM (top dose mostly 57.7 µM), without a hit: at the top dose activity change, negative = decrease; further: on the % scale 0 is the no-effect control and ±100 the full control effect; nearly all actives have a fitted effect of over 55% in size
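Human tau K18 P301L (15 uM unlabeled, 0.24 uM Alexa 594-labeled) in 100 mM sodium acetate pH 7 with 20 uM heparin, 6 hr at 37 C. ThT 30 uM added, 1 hr ambient; Alexa 594 FP and total fluorescence read at 555/632 nm.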
TRb SRC2 PPI: TRbeta-SRC2 interaction inhibition; P10828; TRbeta-SRC2 peptide binding, fluorescence polarization; receptor liganded with 1 µM T3; Potency, µM (top dose mostly 106 µM), for the others: top-dose activity change, negative = inhibition, actives largely listed as inhibitors; 280,000 tested, 0.065% active;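 further: plate controls were bound peptide for no effect and peptide without receptor for full effect; nearly all actives have a fitted effect of over 50% in size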
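Fluorescence polarization of 20 nM Texas Red SRC2 peptide with 0.6 uM human TRb ligand-binding domain, in Tris buffer with 1uM T3 and 5% DMSO. Incubated 5 hr ambient; normalized to unbound and bound controls.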
Tau fibril ThT: inhibitors of human tau fibril formation, thioflavin T binding | 270,000 tested, 2.1% active | Potency, µM (highest dose often 57.4 µM), without a hit: at the top dose activity, negative = inhibition, most hits filed as inhibitors | P10636 | recombinant tau K18 P301L (four-repeat tau fragment), heparin-induced fibrillization, ThT fluorescence; further: on the % scale 0 is the no-effect control and ±100 the full control effect; nearly all actives have a fitted effect of over 55% in size
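Heparin-induced (20 uM) aggregation of recombinant human K18 P301L tau, 15 uM unlabeled with 0.24 uM labeled, pH 7 acetate buffer, 6 hr at 37 C with compound. Fibrils quantified by 30 uM ThT fluorescence after 1 hr ambient incubation.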
RECQ1 inh: blocks DNA unwinding by human RECQ1; P46063; RECQ1 DNA unwinding, red fluorescence kinetic read; Potency, µM (series often up to 57.3 µM), for the others: at the highest dose activity, negative = inhibition, hits mostly inhibitors; 240,000 tested, 0.54% active;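 further: plate controls were vehicle for no effect and no enzyme for full effect; nearly all actives have a fitted effect of over 30% in size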
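50 nM RECQ1T1 preincubated 15 min with compound in Tris pH 8.0 buffer with MgCl2, DTT, Tween-20 and 2.5 ug/ml poly(dI-dC); started with 200 nM TAMRA/BHQ-2 forked duplex and 2 mM ATP. Unwinding read as fluorescence (525/598 nm), two reads 2 h apart.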
TexasRed fluor: counter-screen for TRb-SRC2 inhibitors: fluorescence interference; TRb/SRC2 Texas Red total fluorescence interference; Potency, µM (highest dose often 106 µM), for inactives: at the highest dose fluorescence change, negative = quenching; 280,000 tested, 0.29% active; active means well fitted curve in either direction with a large enough effect; inconclusive means small, poorly fitted or top-dose-only effect; further: on the % scale 0 is the no-effect control and ±100 the full control effect
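Human TRβ ligand-binding domain (0.6 uM) and Texas Red SRC2 peptide (20 nM) in Tris buffer with 1 uM T3 and 5% DMSO were incubated with pinned compound for 5 hr at ambient temperature. Total fluorescence was computed as S + 2P (555/632 nm).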
HTT cytoprotect: protects HTT-Q103 PC12 cells, measured by ATP. PC12 HTT-Q103 induced, cytoprotection, ATP luminescence, 40 h. 230,000 tested, 0.14% active. AID 1471. Potency, µM (top dose mostly 56.4 µM), inactives show cytoprotection (ATP increase), most hits filed as activators;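 further: % of control where 0% means no effect; nearly all actives have a fitted effect of over 45% in size; toxic huntingtin expression switched on by the ecdysone agonist tebufenozide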
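Rat PC12, Q103 Htt exon1-GFP fusion, ecdysone promoter; tebufenozide inducer 100 nM final; compound titration; qHTS, 1500 cells/well; ATPlite luminescent read.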
L3MBTL1 block: inhibitors of human L3MBTL1; Q9Y468; AlphaScreen L3MBTL1–H3K9me1 peptide binding; 230,000 tested, 0.66% active; Potency, µM (titrated, usually from 57.1 µM), for the others: top-dose activity, negative = inhibition, usual class: inhibitors; AID 485360; further: on the % scale 0 is the no-effect control and ±100 the full control effect; nearly all actives have a fitted effect of over 60% in size
Target sequence (Q9Y468 whole entry, looked up): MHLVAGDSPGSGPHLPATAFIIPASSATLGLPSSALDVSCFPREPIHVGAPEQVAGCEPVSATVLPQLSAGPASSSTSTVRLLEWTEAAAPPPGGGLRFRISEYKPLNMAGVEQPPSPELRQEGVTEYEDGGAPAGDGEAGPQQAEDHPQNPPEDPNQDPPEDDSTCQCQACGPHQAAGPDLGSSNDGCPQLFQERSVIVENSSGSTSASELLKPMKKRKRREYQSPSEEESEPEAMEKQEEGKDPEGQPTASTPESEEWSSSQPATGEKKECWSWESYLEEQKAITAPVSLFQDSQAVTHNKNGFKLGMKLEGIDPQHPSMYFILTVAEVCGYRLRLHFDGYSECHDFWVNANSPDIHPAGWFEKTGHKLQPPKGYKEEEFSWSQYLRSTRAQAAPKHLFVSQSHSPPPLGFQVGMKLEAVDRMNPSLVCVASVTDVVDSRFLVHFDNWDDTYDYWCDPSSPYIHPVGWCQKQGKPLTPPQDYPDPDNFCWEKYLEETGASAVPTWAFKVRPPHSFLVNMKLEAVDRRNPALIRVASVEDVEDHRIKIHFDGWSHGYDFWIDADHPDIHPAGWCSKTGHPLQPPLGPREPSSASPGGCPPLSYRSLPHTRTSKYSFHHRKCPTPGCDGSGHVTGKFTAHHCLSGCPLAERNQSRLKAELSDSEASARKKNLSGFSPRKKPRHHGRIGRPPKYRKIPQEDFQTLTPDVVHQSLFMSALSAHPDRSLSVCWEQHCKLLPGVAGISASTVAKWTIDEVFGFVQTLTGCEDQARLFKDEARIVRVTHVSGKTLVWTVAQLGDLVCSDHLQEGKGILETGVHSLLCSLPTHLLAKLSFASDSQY
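AlphaScreen assay: L3MBTL1 (50 nM final) was preincubated 30 min at room temperature with biotinylated H3(1-15)K9me1 peptide (75 nM final), then 30 min with library compounds; streptavidin donor and nickel chelate acceptor beads (10 ug/mL final) added, 30 min dark.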
* marks the source's active call; other numbers are inactive results; i = inactive; ? = inconclusive; · = not tested or not shown; & = joins results of further samples; [ ] = another dose, or the depositor's remark. Unless noted, the call rests on the fitted dose curve; in most records, active means well fitted curve in the direction sought with a large enough effect; inconclusive means small, poorly fitted or top-dose-only effect, or another doubt; inactive means no such curve, though single readings can be large; an effect the other way counts as inactive or inconclusive. Potency means the concentration at half of the fitted maximal effect. The list is partial; the hit share may differ from the screen's.

SMILES	Tau fibril FP	Tau fluor counter	TRb SRC2 PPI	Tau fibril ThT	RECQ1 inh	TexasRed fluor	HTT cytoprotect	L3MBTL1 block
Cc1ccc(S(=O)(=O)N[C@@H](C)C(=O)N2CCC(C(=O)N3CCC[C@H]3C(=O)O)CC2)cc1	-2%&5%	0%&-4%	-4%&3%	2%&-4%	-14%&6%	0%&0%	-18%[0.074 µM]	12%
O=C(O)c1cc2c(s1)-c1ccccc1CC2	13%	-5%	-4%	-11%	-8%	0%	16%[10 µM]	4%
CCCC(=O)Nc1ccc2c(c1)nc(CN1CCCC1)n2C	2%	-6%	-5%	-14%	-3%	0%	21%	·
c1ccc(-c2nnc3sc(CN4CCC5(CC4)OCCO5)cn23)cc1	-12%	-5%	-4%	-6%	-6%	-6%	-28%	·
CC(SCc1ccccc1)C(=O)NCc1ccccn1 (centres undefined)	-5%	-11%	-5%	-13%	8%	-2%	4%[10 µM]	-5%
COc1ccc(Nc2nc3c(C)cccc3cc2C#N)cc1	-3%	?	2%	-20%	-2%	1%	-28%[10 µM]	26%
CCOc1cc(CN2CCN(C(=O)CC(C)C)CC2)ccc1OC	-6%	-3%	-6%	3%	-12%	0%	-8%[10 µM]	-2%
CCCc1c(C)nc2c(OC)cccc2c1SCC(=O)O	3%	-1%	-1%	-3%	1%	-4%	0%[10 µM]	1%
CCOc1cc(C(=O)NCCc2csc3nc(-c4ccccc4F)nn23)cc(OCC)c1OCC	-2%	-12%	2%	-2%	·	-19%	·	·
c1ccc2cc(-c3csnn3)ccc2c1	-3%	-3%	4%	0%	-1%	1%	15%	-9%
Cc1ccc(-c2[nH]c3ccccc3c2C(C[N+](=O)[O-])c2ccco2)cc1 (centres undefined)	-15%	13µM*[quencher]	-14%	?	-20%	4%	-59%[inhibitor]	·
Cc1ccc(CNC(=O)Cn2ccn(-c3cccc(Cl)c3)c(=O)c2=O)cc1	3%	3%	3%	-3%	·	4%	·	·
COc1ccc(C(=O)N=c2nc3ccccn3s2)cc1	?	-16%	0%	?	-13%	-1%	-119%[inhibitor][10 µM]	9%
O=C(NC(=S)Nc1ccc(Oc2ccc(Cl)cc2)cc1)c1ccccc1	-16%	-24%	-1%	-15%	-15%	1%	-34%	-9%
COC(=O)c1cc(OC)c(OC)cc1NCC(=O)Nc1ccc(C)cc1	14%	-24%	-7%	-13%	-3%	-3%	23%[10 µM]	?
CCN(CC)C(=O)CSc1nc2cc3c(cc2c(=O)n1CCCCCC(=O)NCCc1ccc(OC)c(OC)c1)OCO3	6%	12%	5%	3%	·	?	·	·
COc1ccc(-n2c(C)n[nH]c2=O)cc1	2%	2%	4%	-3%	0%	0%	-9%	1%
CC1CC(NC(=O)/C(C#N)=C/c2ccc[nH]2)CC(C)(C)C1 (centres undefined)	-12%	-11%	3%	1%	5%	0%	-1%[10 µM]	5%
CCOC(=O)Cc1nn(CCc2ccccn2)c(=O)c2ccccc12	1%	1%	1%	-1%	0%	-4%	-8%[0.074 µM]	5%
CCN1CCN(Cc2ccc(NC(=O)Nc3ccccc3Cl)cc2)CC1	-1%	-5%	7%	1%	-1%	-3%	-25%[10 µM]	0%
CCc1ccc(C(=O)NC2=NC(c3cc(OC)ccc3OC)CC(=O)N2)cc1 (centres undefined)	-18%	-5%	-1%	-6%	·	10%	·	·
Cc1[nH][nH]c(=O)c1C(c1ccc(-c2cccc(Cl)c2)o1)c1c(C)[nH][nH]c1=O	?	?	?	·	11%	-2%	13%[10 µM]	·
COc1ccc(/C=C/C2=NN(C)C(=O)CC2)cc1	9%	0%	5%	-17%	-18%	-2%	-139%[inhibitor]	1%
COc1ccc2c(c1)cc1c(=O)n(CC(=O)NC3CCCCC3)nc(C)n12	1%	-8%	4%	0%	·	-20%	·	·
COC(=O)C1C2C=CC3(CN(Cc4ccco4)C(=O)C13)O2 (centres undefined)	-15%	-5%	-6%	-17%	i	3%	-16%[0.074 µM]	-2%[11.4 µM]

The listing continues.
SMILES	Tau fibril FP	Tau fluor counter	TRb SRC2 PPI	Tau fibril ThT	RECQ1 inh	TexasRed fluor	HTT cytoprotect	L3MBTL1 block
CCC1(c2ccc(F)cc2)NC(=O)N(CC(=O)c2ccc[nH]2)C1=O (centres undefined)	2%	-5%	-8%	-7%	3%	-1%	9%[10 µM]	-4%
Cc1ccc(C(=O)Nc2ccc(S(=O)(=O)N3CCc4ccccc43)cc2)o1	?	?	-1%	22%	6%	-2%	-11%	·
CC(C1CC1)N(Cc1ccccc1)C(=S)Nc1ccccc1Cl (centres undefined)	-5%	-21%	-6%	-1%	i	3%	-56%[inhibitor]	37%[activator]
COc1ccc(NC2c3ccccc3C(=O)N2c2ccccn2)cc1Cl (centres undefined)	15%	?	-12%	-14%	-13%	0%	-2%	·
CC1CCCC(C)N1CCNC(=O)CCn1nc(-c2ccccc2)ccc1=O (centres undefined)	4%	8%	1%	2%	i	-4%	8%	0%
Cc1nc(=O)c(-c2ccccc2)c(C)n1CCO	-7%	0%	4%	-1%	3%	-2%	21%	-5%
CCC(=O)Nc1ccc(NC(=S)NC(=O)/C=C/c2ccccc2)cc1	-1%	0%	4%[53 µM]	-18%	-14%	-2%[53 µM]	18%[10 µM]	1%
O=C1C2C(c3ccccc3)C=CC(c3ccccc3)C2C(=O)N1CCCO (centres undefined)	-1%	-8%	-2%	-10%	-13%	-2%	-9%	·
Cc1ccc2c(=O)cc(C(=O)Nc3ccc(S(=O)(=O)N4CCC(C)CC4)cc3)oc2c1C	-18%	?	1%	5%	·	?	·	·
COc1ccccc1C(=O)Nc1nnc(C)s1	0%	-4%	5%	-3%	-11%	0%	-21%	·
C=CCn1c(CCNC(=O)c2cccs2)nnc1SCC(=O)c1ccc(Br)cc1	0%	-10%	-2%	?	-6%	1%	-12%	·
CCCOc1ccc(Cn2c(C)nc([N+](=O)[O-])c2SCC(O)COC)cc1[N+](=O)[O-] (centres undefined)	-1%	-11%	1%	-9%	-3%	-2%	-55%[inhibitor][10 µM]	2%
CC(C)OC(=O)NCCOC(=O)Nc1ccccc1Cl	2%	2%	5%	0%	-30%	-2%	-9%	·
CCOc1ccc(/C=C/C(=O)NCCc2ccc(OC)c(OC)c2)cc1	3%	-4%	-2%	?	-3%	3%	38%[0.074 µM]	-4%
COc1ccc2c(c1)c(C(=O)CN1CCN(Cc3ccccc3)CC1)c(C)n2C	0%	4%	-2%	-7%	0%	-1%	24%[10 µM]	-2%
CCOc1ccc(NC(=O)Cn2cc(C(=O)C3CC3)c3ccccc32)cc1	-10%	-7%	-4%	2%	·	6%	·	·
CCCCOc1ccc(C2(C(=O)O)CCCC2)cc1	0%	0%	-3%	-11%	4%	1%	1%	·
Cc1ncc([N+](=O)[O-])n1Cc1ccc(Cl)cc1	7%	4%	4%	-1%	i	-2%	21%[10 µM]	8%
CCOC(=O)C1=C(CN2CCOCC2)NC(=O)NC1c1cc(C)ccc1C (centres undefined)	5%	8%	4%	-11%	0%	1%	13%[0.074 µM]	26%
COc1ccccc1NC(=O)/C=C/c1cc([N+](=O)[O-])ccc1OC(F)F	2%	-2%	7%	1%	i	-5%	-7%[10 µM]	·
CSCCC(NS(=O)(=O)c1c(Cl)cccc1Cl)C(=O)O (centres undefined)	0%	-7%	-1%	-6%	i	-3%	-22%	0%
COc1ccc(S(=O)(=O)Nc2cccnc2)c(Cl)c1Cl	4%	-4%	6%	-3%	i	-6%	7%[10 µM]	0%
O=C(O)c1cccc(-c2ccc(/C=c3/sc4nc5ccccc5n4c3=O)o2)c1	8%	-7%	-1%	?	?	-18%	8%[10 µM]	3.5µM*
COc1cc(OC)c(NC(=O)CCc2nc(-c3ccc(C)cc3)no2)cc1Cl	-3%	-22%	-1%	?	-7%	-7%	-9%	26%
CCCn1c(SCc2ccon2)nc2ccccc2c1=O	-7%	-20%	2%	-7%	-6%	0%	6%[10 µM]	·

Additional compounds.
SMILES	Tau fibril FP	Tau fluor counter	TRb SRC2 PPI	Tau fibril ThT	RECQ1 inh	TexasRed fluor	HTT cytoprotect	L3MBTL1 block
Cc1cc2nc(C)n(CCCN)c2cc1C	-1%	-1%	0%	-3%	-7%	2%	-15%[0.074 µM]	3%
COc1cc2[nH]c(=O)n(CCCCCC(=O)NCCc3ccccc3)c(=O)c2cc1OC	-10%	-7%	-2%	-1%	·	-2%	·	·
COc1cc(/C=N/NC(=O)CSc2cc(C)c(Br)cc2C)ccc1O	1%	25µM*[quencher]	0%	?	-1%	-3%	3%	·
COc1ccc(C2=NOC(C(=O)N3CCN(c4ccccc4OC)CC3)C2)cc1 (centres undefined)	1%	-15%	-6%	-26%	-9%	0%	-8%	·
Cc1ccc(-c2csc3ncnc(Oc4cccc5ccc(C)nc45)c23)cc1	5%	-20%	1%	-12%	-18%	-3%	24%[10 µM]	-7%
CCOC(=O)CC(C(=O)OCC)P(=O)(c1ccccc1)c1ccccc1 (centres undefined)	-6%	-3%	-4%	-6%	5%	-2%	-5%	3%
COC(=O)c1cc(C)sc1NC(=O)C1CC(=O)NN1Cc1ccccc1 (centres undefined)	2%	-4%	-1%	-4%	-3%	5%	1%[10 µM]	-14%
Cc1nc(N)nc(COc2ccccc2)n1	-6%	-17%	0%	-17%	12%	0%	13%[10 µM]	1%
COc1ccccc1N1CCN(C(CNC(=O)C(=O)NCc2ccc(F)cc2)c2cccnc2)CC1 (centres undefined)	10%	-11%	-23%	?	·	?	·	·
CSc1oc(-c2ccco2)nc1S(=O)(=O)c1ccccc1	-2%	-9%	3%	-13%	-11%	-5%	-7%	-16%

Compound activity (PubChem BioAssay)
